Assay outcomes (PubChem BioAssay)
TRHR enhancer – allosteric enhancers of human TRH receptor; TRHR cells, fluo-8 calcium fluorescence, EC20 TRH enhancement; P34981; enhancement, % at 2 µM; hit rate 0.66% among 360,000; in the data active = enhancement above about 30%; also: 0% is about no effect
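Enhancer read-out: after compound pinning and an initial kinetic agonist-mode read, an EC20 of TRH (10 nM final) was injected and fluo-8 calcium signal (Ex 480/Em 530) followed at 1 s/cycle for 100 cycles in TRHR-expressing cells.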
D2 agonist – activates the human D2 dopamine receptor. hit rate 0.53% among 340,000. AID 485358. activation, % at 2 µM. P14416. HEK293 T-REx D2 cells, calcium flux agonist mode;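 active = activation over 3 SD above normal in the single-dose calcium agonist read, cut at about 30% in these data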; also: 0% is about no effect
Target sequence (P14416 whole entry, looked up): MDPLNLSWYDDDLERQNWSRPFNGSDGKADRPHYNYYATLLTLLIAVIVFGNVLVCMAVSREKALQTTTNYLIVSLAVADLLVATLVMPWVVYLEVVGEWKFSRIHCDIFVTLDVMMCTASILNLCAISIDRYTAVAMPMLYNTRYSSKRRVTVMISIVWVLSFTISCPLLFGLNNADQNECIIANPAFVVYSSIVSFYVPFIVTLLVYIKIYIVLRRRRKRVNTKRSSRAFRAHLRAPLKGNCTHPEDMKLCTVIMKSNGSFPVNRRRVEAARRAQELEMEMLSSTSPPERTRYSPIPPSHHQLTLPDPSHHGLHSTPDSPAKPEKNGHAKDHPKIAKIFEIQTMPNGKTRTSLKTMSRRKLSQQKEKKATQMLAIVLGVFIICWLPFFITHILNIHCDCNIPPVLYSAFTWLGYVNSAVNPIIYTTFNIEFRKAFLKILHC
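Agonism is scored from calcium flux in a force-coupled, inducible HEK293 cell line expressing D2, read kinetically for 180 s after compound addition against dopamine controls.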
RXFP1 antag – antagonists of human relaxin receptor RXFP1 | AID 1259400 | activity change, negative = inhibition, % at 57.5 µM | HEK293-RXFP1, relaxin-stimulated cAMP HTRF, 30 min; active compounds read low | Q9HBX9 | hit rate 0.59% among 350,000;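 active = activity change of -60% or lower, but not beyond a set lower limit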; also: % is scaled to controls: 0 for no effect and ±100 for the full control effect
RXFP1 agonist – RXFP1 (human) receptor agonism | Q9HBX9 | Potency, µM (highest dose often 57.5 µM), for inactives: at the top dose activation, usual class: activators | hit rate 0.3% among 370,000 | HEK293T-RXFP1 cAMP TR-FRET, 30 min; response scale: percent of porcine relaxin response, buffer zero; active = well fitted activation curve with a large enough effect; also: potency is read from the fitted curve at half-maximal effect; % is scaled to controls: 0 for no effect and ±100 for the full control effect; nearly all actives have a fitted effect of over 60% in size; many of its hits are not listed in these tables
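HEK293T cells stably expressing RXFP1 were pretreated with the PDE4 inhibitor Ro 20174, exposed to compounds for 30 min at 37C, lysed, and cAMP was read by TR-FRET. Data normalized to buffer (basal) and 29 nM porcine relaxin (100%).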
D1 ag – agonists of human D1 dopamine receptor. P21728. HEK293 T-REx D1 cells, calcium flux, agonist mode. activation, % at 2 µM. hit rate 1% among 360,000; in the data active = activation above about 30%; also: 0% is about no effect
Target sequence (P21728 whole entry, looked up): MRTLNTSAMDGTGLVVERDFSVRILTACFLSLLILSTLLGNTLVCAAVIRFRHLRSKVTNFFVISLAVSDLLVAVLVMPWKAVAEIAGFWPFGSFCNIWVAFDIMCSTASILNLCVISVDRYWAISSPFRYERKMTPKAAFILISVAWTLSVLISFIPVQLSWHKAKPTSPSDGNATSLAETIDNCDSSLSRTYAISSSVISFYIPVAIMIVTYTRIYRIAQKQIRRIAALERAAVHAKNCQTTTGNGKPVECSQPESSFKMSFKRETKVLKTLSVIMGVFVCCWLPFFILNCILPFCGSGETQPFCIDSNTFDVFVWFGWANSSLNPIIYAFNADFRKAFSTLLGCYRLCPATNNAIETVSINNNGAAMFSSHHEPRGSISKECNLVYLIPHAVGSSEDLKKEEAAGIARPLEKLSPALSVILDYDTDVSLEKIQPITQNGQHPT
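Agonism was scored from calcium flux recorded over 180 s (1 read/s) after pintool compound addition, following a 10-cycle baseline. Cells were inducible force-coupled HEK293 TREx D1, plated overnight at 30 C and loaded with no-wash calcium dye.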
D2 PAM – positively modulates the human D2 dopamine receptor allosterically; P14416; HEK293 T-REx D2, calcium flux, EC20 dopamine potentiation; potentiation, % at 10 µM; hit rate 0.34% among 340,000;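 active = potentiation over 3 SD above the plate norm, cut at about 30% in these data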; also: 0% is about no effect
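Primary screen. Calcium kinetics in induced HEK293 T-REx D2 cells: compound pre-addition 180 s, EC20 dopamine, 180 s more.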
D2 antag – antagonists of human D2 dopamine receptor | hit rate 2% among 340,000 | P14416 | HEK293 TREx D2 cells, calcium flux, dopamine EC80 | inhibition, % at 10 µM; in the data active = inhibition above about 30%; also: 0% is about no effect
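Overnight-induced (tetracycline, 30 C) HEK293 T-REx cells carrying force-coupled D2 receive a no-wash calcium dye, then compound, then EC80 dopamine at 180 s; signals are read kinetically throughout.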
D1 antag – blocks dopamine activation of the human D1 receptor; activity change, negative = inhibition, % at 10 µM; hit rate 3.2% among 360,000; HEK293 TREx D1 cells, calcium flux, dopamine EC80; active compounds read low; in the data active = activity change below about -30%; also: % is scaled to controls: 0 for no effect and ±100 for the full control effect
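Compound effects on dopamine-evoked calcium signalling were measured in tetracycline-induced HEK293 Trex D1 cells. Dopamine at EC80 followed a 180 s compound pre-read, and fluorescence was tracked kinetically for 180 s more.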
D1 potentiator – enhances dopamine response at the human D1 receptor. P21728. HEK293 TREx D1 cells, calcium flux, dopamine EC20 potentiation. potentiation, % at 10 µM. hit rate 0.036% among 360,000; in the data active = potentiation above about 30%; also: 0% is about no effect
Numbers without * were called inactive. Not all compounds are listed (hit frequency here may not be typical).

How did CN(Cc1cn(C)nc1-c1ccccc1F)CC1CCN(Cc2ccccc2)CC1 do in these assays?
TRHR enhancer: 3; D2 agonist: 0.7; RXFP1 antag: 8; RXFP1 agonist: 1.3%; D1 ag: 2; D2 PAM: -18; D2 antag: -1; D1 antag: 4; D1 potentiator: -7

What do the screens show for `O=C(Nc1cc2c(cc1C(=O)c1ccccc1)OCCO2)c1ccc(Br)cc1`?
TRHR enhancer: -4; D2 agonist: 1.6; RXFP1 antag: 6; RXFP1 agonist: -1.2%; D1 ag: -2; D2 PAM: 2; D1 antag: 2; D1 potentiator: -2

Results for CC(=O)C1=NN(c2ccccc2)C(c2ccc3c(c2)OCO3)N1c1ccc(N2CCOCC2)cc1 (stereo not drawn) ?
TRHR enhancer: -1; RXFP1 antag: 0; RXFP1 agonist: 0.3%; D1 ag: 3; D2 PAM: -5; D1 antag: 11; D1 potentiator: -5

What do the screens show for `Cc1ccc2nc(SC(C)C(=O)N3CC(C)OC(C)C3)[nH]c2c1` (stereo not drawn)?
TRHR enhancer: 1; D2 agonist: -1.8; RXFP1 antag: 1; RXFP1 agonist: -0.8%; D1 ag: 1; D2 PAM: 6; D2 antag: -10; D1 antag: -16; D1 potentiator: 0

How did CC(C)CC(COCc1ccc(F)cc1)N1CCN(C(=O)c2cccc(C(F)(F)F)c2)CCC1=O (stereo not drawn) do in these assays?
TRHR enhancer: -3; D2 agonist: 0.4; RXFP1 agonist: 0.1%; D1 ag: 1; D2 PAM: -4; D2 antag: 1; D1 antag: 0; D1 potentiator: -2

What do the screens show for `COc1ccc(S(=O)(=O)N2CCOC23CCN(S(=O)(=O)c2c(C)cc(C)cc2C)CC3)cc1`?
TRHR enhancer: 4; D2 agonist: 0.5; RXFP1 antag: 20; RXFP1 agonist: 2.0%; D1 ag: 5; D2 PAM: 0; D2 antag: -1; D1 antag: 6; D1 potentiator: -6

What do the screens show for `Cc1c(C(=O)Nc2ccc(N3CCOCC3)cc2)cccc1[N+](=O)[O-]`?
TRHR enhancer: -3; D2 agonist: -0.2; RXFP1 antag: -12; RXFP1 agonist: 0.6%; D1 ag: 2; D2 PAM: -6; D2 antag: 4; D1 antag: 2; D1 potentiator: 4

Results for O=c1c2ccccc2n(Cc2c(F)cccc2Cl)c(=O)n1Cc1ccccc1 ?
TRHR enhancer: -4; D2 agonist: 0.4; RXFP1 antag: -20; RXFP1 agonist: 0.1%; D1 ag: 8; D2 PAM: -3; D1 antag: 7; D1 potentiator: 2

Results for O=C(NC(=S)Nc1ccc(N2CCOCC2)cc1)c1cccs1 ?
TRHR enhancer: 2; D2 agonist: -0.6; RXFP1 antag: 2; RXFP1 agonist: 0.2%; D1 ag: 2; D2 PAM: 4; D2 antag: -9; D1 antag: 0; D1 potentiator: -5

Results for COc1cccc(C(=O)N(Cc2nc(-c3cccc(C)c3)no2)C(C)C)c1OC ?
TRHR enhancer: -2; D2 agonist: 0.7; RXFP1 antag: -2; RXFP1 agonist: 2.3%; D1 ag: 14; D2 PAM: 13; D2 antag: 1; D1 antag: -1; D1 potentiator: -1

Results for COC(=O)c1sc2cc(C(F)(F)F)cnc2c1-c1cccnc1 ?
TRHR enhancer: -1; D2 agonist: -0.8; RXFP1 antag: 1; RXFP1 agonist: 0.4%; D1 ag: 0; D2 PAM: 7; D2 antag: -24; D1 antag: 5; D1 potentiator: 3

How did CCCCCCCN1C=CC(=O)CC1 do in these assays?
TRHR enhancer: -4; D2 agonist: 0.2; RXFP1 agonist: 2.7%; D1 ag: 8; D2 PAM: 7; D2 antag: 13; D1 antag: 21; D1 potentiator: -5

What do the screens show for `O=C(CSc1nc(C2CC2)nc2ccccc12)N1c2ccccc2Sc2ccccc21`?
TRHR enhancer: -11; D2 agonist: 0.5; RXFP1 antag: -13; RXFP1 agonist: 3.4%; D1 ag: 9; D2 PAM: -1; D2 antag: -4; D1 antag: -3; D1 potentiator: -6

Results for COc1ccc2oc(=O)c(/C(C)=N/Nc3ccccc3)cc2c1 ?
TRHR enhancer: 21; D2 agonist: -0.9; RXFP1 antag: 2; RXFP1 agonist: 9.7%; D1 ag: 5; D2 PAM: 2; D2 antag: 1; D1 antag: -1; D1 potentiator: 2

Results for Cc1ccc(C(=O)ONC(=O)c2ccc(Cl)cc2)cc1[N+](=O)[O-] ?
TRHR enhancer: 6; D2 agonist: 1.2; RXFP1 antag: -22; RXFP1 agonist: 0.9%; D1 ag: 2; D2 PAM: 0; D2 antag: 6; D1 antag: -1; D1 potentiator: -9

Among those listed so far, 4 have a carbonyl joined to an NH by a bond outside any ring:
What do the screens show for `O=C(Nc1cc2c(cc1C(=O)c1ccccc1)OCCO2)c1ccc(Br)cc1`?
TRHR enhancer: -4; D2 agonist: 1.6; RXFP1 antag: 6; RXFP1 agonist: -1.2%; D1 ag: -2; D2 PAM: 2; D1 antag: 2; D1 potentiator: -2

What do the screens show for `Cc1c(C(=O)Nc2ccc(N3CCOCC3)cc2)cccc1[N+](=O)[O-]`?
TRHR enhancer: -3; D2 agonist: -0.2; RXFP1 antag: -12; RXFP1 agonist: 0.6%; D1 ag: 2; D2 PAM: -6; D2 antag: 4; D1 antag: 2; D1 potentiator: 4

Results for O=C(NC(=S)Nc1ccc(N2CCOCC2)cc1)c1cccs1 ?
TRHR enhancer: 2; D2 agonist: -0.6; RXFP1 antag: 2; RXFP1 agonist: 0.2%; D1 ag: 2; D2 PAM: 4; D2 antag: -9; D1 antag: 0; D1 potentiator: -5

Results for Cc1ccc(C(=O)ONC(=O)c2ccc(Cl)cc2)cc1[N+](=O)[O-] ?
TRHR enhancer: 6; D2 agonist: 1.2; RXFP1 antag: -22; RXFP1 agonist: 0.9%; D1 ag: 2; D2 PAM: 0; D2 antag: 6; D1 antag: -1; D1 potentiator: -9

The list goes on.
Results for O=C(COc1cc(Cl)c(Cl)cc1Cl)NCCc1ccccn1 ?
TRHR enhancer: -9; D2 agonist: 0.4; RXFP1 antag: -6; RXFP1 agonist: 2.3%; D1 ag: 8; D2 PAM: -7; D2 antag: 7; D1 antag: -11; D1 potentiator: -2

Results for CCOC(=O)c1cc(-c2ccccc2)n(CCCC(=O)Nc2ccccc2C)c1C ?
TRHR enhancer: 0; D2 agonist: -1.3; RXFP1 antag: -31; RXFP1 agonist: -0.5%; D1 ag: 7; D2 PAM: -4; D1 antag: -6; D1 potentiator: -6

Results for COc1ccc(NC(=O)CC2(CC(=O)O)CCCC2)cn1 ?
TRHR enhancer: 5; D2 agonist: 1.7; RXFP1 antag: 0; RXFP1 agonist: -0.5%; D1 ag: 2; D2 PAM: -3; D2 antag: 16; D1 antag: 5; D1 potentiator: 1

Results for CN(C)CCCNC(=S)N(CCCO)Cc1cc2cc3c(cc2[nH]c1=O)OCO3 ?
TRHR enhancer: 3; D2 agonist: 0.4; RXFP1 antag: 7; RXFP1 agonist: -3.2%; D1 ag: -1; D2 PAM: -4; D2 antag: -4; D1 antag: -3; D1 potentiator: 3

Results for O=C(Nc1nc2nc(-c3ccccc3)cc(-c3ccccc3)n2n1)c1ccco1 ?
TRHR enhancer: 4; D2 agonist: -0.2; RXFP1 antag: 7; RXFP1 agonist: 2.5%; D1 ag: 0; D2 PAM: -2; D2 antag: -5; D1 antag: 3; D1 potentiator: 0

How did CC1(C)CC2CC(C)(CN2C(=O)COC(=O)c2cc(Cl)cc(Cl)c2N)C1 (stereo not drawn) do in these assays?
TRHR enhancer: -1; D2 agonist: 0.2; RXFP1 antag: 5; RXFP1 agonist: 4.0%; D1 ag: 0; D2 PAM: -3; D2 antag: -6; D1 antag: 5; D1 potentiator: -5

What do the screens show for `Cc1ccccc1CSCCNC(=O)c1ccc(N(C)S(=O)(=O)c2ccccc2)cc1`?
TRHR enhancer: -8; D2 agonist: 0.6; RXFP1 antag: -5; RXFP1 agonist: 3.6%; D1 ag: 15; D2 PAM: -1; D2 antag: 3; D1 antag: 2; D1 potentiator: -9

How did CC1(C(=O)CSc2ncn[nH]2)CCC(=O)O1 (stereo not drawn) do in these assays?
TRHR enhancer: 1; D2 agonist: 0.4; RXFP1 agonist: 3.2%; D1 ag: 2; D2 PAM: 7; D2 antag: 18; D1 antag: -43*; D1 potentiator: 22

What do the screens show for `COCCCNC(=O)C1CCCN(S(C)(=O)=O)C1` (stereo not drawn)?
TRHR enhancer: 5; D2 agonist: 1.2; RXFP1 antag: -10; RXFP1 agonist: 0.2%; D1 ag: 2; D2 PAM: 4; D2 antag: 2; D1 antag: -13; D1 potentiator: -2

What do the screens show for `CC(=O)c1ccc(S(=O)c2ccccc2)cc1` (stereo not drawn)?
TRHR enhancer: -2; D2 agonist: 0.2; RXFP1 antag: -7; RXFP1 agonist: -0.9%; D1 ag: 3; D2 PAM: -7; D2 antag: -12; D1 antag: 7; D1 potentiator: 5

Results for CC(=Nc1ccccc1)c1sc2ccccc2c1O ?
TRHR enhancer: -6; D2 agonist: 15; RXFP1 antag: -1; RXFP1 agonist: -1.1%; D1 ag: 29; D2 PAM: -3; D2 antag: -10; D1 antag: -5; D1 potentiator: 1

How did CCn1c(CC(=O)Nc2ccccc2)n[nH]c1=S do in these assays?
TRHR enhancer: 52*; D2 agonist: 0.5; RXFP1 antag: 9; RXFP1 agonist: 0.2%; D1 ag: 3; D2 PAM: 8; D2 antag: -12; D1 antag: 7; D1 potentiator: 0

How did Cc1ccc(S(=O)(=O)c2nc(S(C)(=O)=O)sc2NCC2CCCO2)cc1 (stereo not drawn) do in these assays?
TRHR enhancer: -5; D2 agonist: -0.8; RXFP1 antag: -2; RXFP1 agonist: 0.8%; D1 ag: 1; D2 PAM: 9; D2 antag: 4; D1 antag: -3; D1 potentiator: -7

What do the screens show for `O=C(O)c1cccc(Nc2ncnc3sccc23)c1`?
TRHR enhancer: 5; D2 agonist: -1.2; RXFP1 antag: 12; RXFP1 agonist: 8.1%; D1 ag: 1; D2 PAM: 9; D2 antag: -5; D1 antag: -15; D1 potentiator: -2

How did COc1ccc(/C=C/C(=O)NC2CCCCCC2)cc1S(=O)(=O)N1CCOCC1 do in these assays?
TRHR enhancer: 0; D2 agonist: 0.5; RXFP1 antag: 2; RXFP1 agonist: 2.7%; D1 ag: 5; D2 PAM: 2; D2 antag: 4; D1 antag: -2; D1 potentiator: -5

What do the screens show for `COc1ccc(OCCSc2nc(N)cc(N)n2)cc1`?
TRHR enhancer: -6; D2 agonist: 0.4; RXFP1 antag: 12; RXFP1 agonist: 3.0%; D1 ag: 4; D2 PAM: 10; D2 antag: 15; D1 antag: 0; D1 potentiator: -9

Results for C=CCC1Cc2c(Br)cccc2C(CC=C)N1 (stereo not drawn) ?
TRHR enhancer: -2; D2 agonist: -3.9; RXFP1 antag: -1; RXFP1 agonist: 0.0%; D1 ag: 2; D2 PAM: 3; D2 antag: -17; D1 antag: 6; D1 potentiator: -3
